# Screening results (PubChem)
# MEP2-GFP yeast – alters MEP2-GFP fluorescence in TOR pathway yeast screen; S. cerevisiae MEP2-GFP strain, flow cytometry GFP, 3 h; 100% = DMSO control level; GFP response vs DMSO, % at 10 µM; actives 0.51% (n = 330,000); AID 2016;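 active = GFP response versus DMSO above a set limit, roughly screen mean plus 3 SD, cut at about 180% in these data; inconclusive = fewer than 70 cells counted for a yeast strain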;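 note: median GFP fluorescence of the barcode-gated MEP2-GFP cells per well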
# AHR act – activators of human aryl hydrocarbon receptor; AHR-responsive luciferase reporter cells, luminescence; activation, % at 5 µM; actives 2.5% (n = 320,000); AID 2796; in the data active = activation above about 47%;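 note: 0% = vehicle wells and 100% = reference agonist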
# Target sequence (P35869 whole entry, looked up): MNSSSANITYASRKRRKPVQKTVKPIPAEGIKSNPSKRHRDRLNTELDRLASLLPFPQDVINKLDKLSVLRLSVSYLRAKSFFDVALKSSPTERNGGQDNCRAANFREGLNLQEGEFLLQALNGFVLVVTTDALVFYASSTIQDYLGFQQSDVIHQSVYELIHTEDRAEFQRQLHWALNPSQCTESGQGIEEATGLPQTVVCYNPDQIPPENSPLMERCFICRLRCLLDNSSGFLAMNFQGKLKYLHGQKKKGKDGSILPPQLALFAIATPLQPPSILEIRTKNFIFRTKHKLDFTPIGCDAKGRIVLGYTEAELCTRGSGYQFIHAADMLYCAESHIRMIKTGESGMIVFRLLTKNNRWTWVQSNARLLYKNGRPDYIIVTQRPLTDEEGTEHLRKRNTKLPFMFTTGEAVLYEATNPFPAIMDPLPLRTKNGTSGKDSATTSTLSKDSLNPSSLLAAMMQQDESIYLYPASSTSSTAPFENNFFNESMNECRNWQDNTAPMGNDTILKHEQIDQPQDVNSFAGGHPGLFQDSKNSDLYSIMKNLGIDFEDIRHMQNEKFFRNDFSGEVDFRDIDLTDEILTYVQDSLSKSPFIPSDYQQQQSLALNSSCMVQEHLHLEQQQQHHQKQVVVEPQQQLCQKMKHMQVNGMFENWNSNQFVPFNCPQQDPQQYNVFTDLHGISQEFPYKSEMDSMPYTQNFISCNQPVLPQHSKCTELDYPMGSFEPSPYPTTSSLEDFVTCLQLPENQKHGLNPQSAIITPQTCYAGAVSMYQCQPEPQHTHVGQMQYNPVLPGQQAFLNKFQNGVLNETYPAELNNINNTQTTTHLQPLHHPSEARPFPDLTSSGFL
# LAP4 TOR yeast – modulators of TOR pathway LAP4-GFP in S. cerevisiae; S. cerevisiae LAP4-GFP multiplex, flow cytometry GFP, 3 h; median GFP as percent of DMSO wells; GFP response vs DMSO, % at 10 µM; actives 0.34% (n = 320,000); AID 2023;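 active = GFP response vs DMSO above a set limit, about the screen mean plus 3 SD, cut at about 150% in these data; inconclusive = under 70 cell events counted for the yeast strain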
# RPL19A TOR yeast – alters RPL19A-GFP fluorescence in TOR pathway yeast screen | percent response vs DMSO, % at 10 µM | actives 0.3% (n = 330,000) | AID 2025 | S. cerevisiae RPL19A-GFP strain, flow cytometry, 3 h; stronger effect = lower value;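 active = percent response vs DMSO below 50%; inconclusive = fewer than 70 events counted for the yeast strain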;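 note: median channel GFP fluorescence of the barcoded RPL19A-GFP strain; ratio of sample median GFP to plate DMSO average so 100% = DMSO; lower means less RPL19A-GFP as with rapamycin TOR inhibition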
# Yeast superoxide – lowers age-related superoxide in aged yeast cells. S. cerevisiae aged cells, superoxide DHE fluorescence; stronger effect = lower value. superoxide response (% of plate mean), % at 10 µM. actives 0.18% (n = 330,000). AID 2690;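 active = superoxide response under a set limit, about three screen SD below normal, cut at about 65% in these data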;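 note: yeast aged for seven days with compound at 30 °C before DHE staining; 100% = average MFI of all compound-treated wells on the plate with controls excluded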
# AGP1-GFP MLPCN – alters AGP1-GFP fluorescence in TOR pathway yeast screen; actives 0.02% (n = 320,000); AID 2066; S. cerevisiae AGP1-GFP multiplex flow cytometry, 3 h; GFP as percent of DMSO wells; GFP response vs DMSO, % at 10 µM;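 active = GFP response relative to DMSO above a set limit, near screen average plus 3 SD, cut at about 150% in these data; inconclusive = fewer than 70 cells counted for the yeast strain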;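 note: median GFP channel fluorescence of the gated AGP1 strain per well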
# Efflux pump inh – antifungal efflux pump inhibition, Nile Red retention; S. cerevisiae Candida pump triplex; inhibition, % at 10 µM; actives 0.44% (n = 330,000); AID 485275;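 active = plate passing quality check with inhibition over a set limit, or well fluorescence over plate mean plus 4 SD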;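 note: Nile Red retained in pooled yeast measured as flow cytometry median fluorescence; 0% = buffer negative control and 100% = Enniatin B positive control; higher means more Nile Red kept so more efflux inhibition; some compounds called inactive have numbers as strong as hits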
# CIT2-GFP yeast – alters CIT2-GFP fluorescence in TOR pathway yeast screen. actives 0.065% (n = 320,000). GFP response vs DMSO, % at 10 µM. S. cerevisiae CIT2-GFP strain, flow cytometry, 3 h; 100 means same as DMSO wells;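 active = GFP response relative to DMSO above a set limit, near the screen mean plus 3 SD, cut at about 150% in these data; inconclusive = Fewer than 70 cells measured for a yeast strain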;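 note: ratio of well median GFP fluorescence to mean of DMSO wells on the plate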
# * hit, by the source's call; ? = inconclusive; . = not tested or not shown; [ ] = dose if it differs, or a comment.
# Results follow in this order: MEP2-GFP yeast	AHR act	LAP4 TOR yeast	RPL19A TOR yeast	Yeast superoxide	AGP1-GFP MLPCN	Efflux pump inh	CIT2-GFP yeast
- Cc1ccc(-n2nc3c(=O)n(C(C)C(=O)NCc4ccc(Cl)cc4)nc(C)c3c2C)cc1 (stereo not drawn)
→ 92	0	94	93	104	93	0.0	95
- CCN(CC)c1ccc(C=Nc2ccc(C#N)cc2)c(O)c1
→ 101	3	96	98	99	92	0.0	88
- CCCn1c(SCC(=O)N2CCCC2)nc2c1c(=O)n(C)c(=O)n2C
→ 97	1	96	96	96	96	0.0	101
- Cc1[nH]c(-c2ccco2)nc1C(=O)O
→ 100	3	98	99	107	102	-0.6	108
- CNC(=S)N(CCc1c(C)[nH]c2ccc(Cl)cc12)Cc1cccnc1
→ 101	14	94	99	90	99	0.0	95
- COc1ccc(C(=O)/C=C\N2CCOCC2)cc1
→ 91	3	96	100	115	87	0.1	90
- CCOc1ccc(NC(=S)N2CCC(NC(=O)C3CCCCC3)CC2)cc1
→ 93	2	80	92	99	84	0.2	90
- CCOC(=O)c1c(N2C(=O)C3C4C=CC(C4)C3C2=O)sc2c1CCC(C)C2 (stereo not drawn)
→ 99	-3	96	105	112	100	0.1	106
- CCC(C)Nc1nc(N)c([N+](=O)[O-])c(NCc2ccccc2)n1 (stereo not drawn)
→ 98	.	82	99	102	94	0.1	97
- CN1C(=O)c2ccc(C(=O)NC3CCCCC3)cc2C1=O
→ 97	-1	97	99	100	97	0.1	94
- COc1ccc(CCNC(=O)COc2nncc3ccccc23)cc1
→ 92	-2	104	90	94	100	0.1	86
- CC(=O)N(c1ccccc1C)S(=O)(=O)c1ccc(Cl)cc1
→ 99	2	107	101	77	111	0.0	101
- O=c1c(Cl)c(NCC2CCCO2)cnn1C12CC3CC(CC(C3)C1)C2 (stereo not drawn)
→ 103	3	85	111	98	100	-0.1	97
- Cc1ccc(NC(=O)c2oc3ccc(S(=O)(=O)N4CCOCC4)cc3c2C)c(C)c1
→ 114	-1	115	113	99	130	-0.1	125
- COc1ccc(C2=Nn3c(nnc3-c3cc(C)[nH]n3)SC2)cc1
→ 214*[may fluoresce violet]	39	70[may fluoresce violet]	18*[may fluoresce violet]	89	?	0.0	?
- COc1cc2c(CCNC(C)=O)c[nH]c2cc1Cl
→ 97	15	125	98	85	86	-0.2	86
- O=[N+]([O-])c1ccc(NC(=S)N2CCOCC2)cc1
→ 105	-5	95	105	100	102	-0.1	104
- O=C1CC(c2ccccc2)CC(O)=C1C=NCc1ccc(Cl)c(Cl)c1 (stereo not drawn)
→ 103	5	105	104	98	99	0.1	100
- CCOC(=O)C1CCN(C(=O)COC(=O)c2ccc3[nH]c4c(c3c2)CCCC4)CC1
→ 99	1	103	99	99	100	0.0	104
- CC(=O)/C(=N\Nc1ccccc1)Sc1cccc2cccnc12
→ 97	43	108	98	114	97	1.1	91
- Cc1c(C(=O)OCC[N+]2(C)CCCCC2)oc2ccccc12
→ 98	2	98	93	106	97	-0.3	100
- O=c1cc(O)c(-c2cccc(C(F)(F)F)c2)c(Cl)[nH]1
→ 101	0	94	107	107	100	0.1	102
- FC(F)(F)c1cc(-c2ccccc2)nc(N2CCCCCC2)n1
→ 86	1	89	96	99	98	0.0	100
- CCOc1nc(N(C)C)nc(-n2nnc(C(C)=O)c2C)n1
→ 109	-1	101	99	94	97	0.0	102
- Oc1c(Cl)cccc1C=Nc1cc(C(F)(F)F)ccc1N1CCCC1
→ 84	11	87	90	100	90	0.0	93
- Cc1ccc(C)c(NC(=O)COC(=O)c2cccc(S(=O)(=O)N3CCCCC3)c2)c1
→ 96	-1	103	97	100	105	0.0	96
- CCOC(=O)C1CCCN(C(=S)Nc2ccc(Nc3ccccc3)cc2)C1 (stereo not drawn)
→ 102	2	107	98	96	101	0.2	85
- N#CCCN/N=C(\Cc1nc2ccccc2[nH]1)c1ccccc1
→ 104	13	108	103	88	100	-0.2	111
- Cc1noc(NS(=O)(=O)c2ccc(NC(=O)/C=C/c3ccc(C(C)C)cc3)cc2)c1C
→ 102	-4	99	99	105	100	-0.2	103
- COc1ccc(Cc2nn3c(-c4ccccc4Br)nnc3s2)cc1
→ 104	1	107	102	118	98	0.0	100
- CCN(CC)S(=O)(=O)c1cc(NC(=O)c2cccc(N3C(=O)CCC3=O)c2)ccc1Cl
→ 105	2	106	101	102	113	0.1	105
- Cc1c(OC(C)C(=O)NCCN2CCOCC2)ccc2c3c(c(=O)oc12)CCCC3 (stereo not drawn)
→ 111	3	121	107	86	120	-0.2	113
- COc1ccc(CC(NC(=O)c2ccccc2)C(=O)NCC(=O)O)cc1 (stereo not drawn)
→ 105	0	106	98	78	106	0.0	108
- CN(C(=O)COC(=O)CN1C(=O)c2cccc([N+](=O)[O-])c2C1=O)c1ccccc1
→ 96	-1	90	88	100	94	0.0	86
- Cn1c(SCC(=O)Nc2ccc(N3CCOCC3)c(Cl)c2)nnc1-c1ccccc1
→ 97	2	102	98	109	98	0.3	99
- O=C(CSc1nnnn1-c1ccc(Cl)cc1)NC1CCS(=O)(=O)C1 (stereo not drawn)
→ 93	-1	102	97	92	103	0.0	89
- CC1CCN(c2ccc([N+](=O)[O-])cc2C(=O)O)CC1
→ 101	-2	93	100	111	99	0.0	100
- COc1ccc(NC(=O)c2ccco2)cc1NC(=O)COc1ccccc1[N+](=O)[O-]
→ 113	16	103	110	111	113	0.0	108
- O=C(CSc1nc2c(c(=O)[nH]1)CCC2)Nc1ccc(F)cc1
→ 110	3	94	106	101	106	-0.1	112
- O=C(NCc1ccccc1)N1CCC(CO)(CCc2ccccc2)CC1
→ 109	0	121	100	103	117	0.0	113
- Cc1nc2ccccc2n1C1CC(=O)N(Cc2ccccc2)C1=O (stereo not drawn)
→ 100	-1	97	96	110	95	-0.1	98
- COc1ccc(C(C)(C)C)cc1NC(=O)COC(=O)c1ccc([N+](=O)[O-])o1
→ 99	-2	125	91	103	59	0.0	78
- NC(=O)CC(NC(=O)c1ccccc1)c1ccc(NCCCN2CCCC2=O)c([N+](=O)[O-])c1 (stereo not drawn)
→ 100	2	100	104	107	89	0.0	88
- CN1C(=O)OC(C)(CCc2ccccc2)C1(C)O (stereo not drawn)
→ 104	-1	101	97	114	103	0.1	97
- Cc1ccc2c(c1)c(-c1ccccc1)nc1nnnn12
→ 100	14	99	99	122	86	0.0	103
- CNC(=O)c1cc2c(=O)n3cccc(C)c3nc2n(C(C)C)c1=N
→ ?	5	?	?	103	?	0.0	?
- CC(C)c1cccc(C(C)C)c1NC(=O)CNCC(O)c1ccccc1 (stereo not drawn)
→ 94	-1	91	95	101	97	0.1	96
- COc1ccc(CC(=O)NCCN2CCOCC2)cc1
→ 107	13	104	99	104	98	0.2	96
- CCc1ccc2[nH]c(=O)c(CN(CCN(C)C)C(=O)Nc3ccccc3)cc2c1
→ 104	1	97	102	93	109	-0.1	109
- O=C(/C(=N\O)n1cncn1)c1ccc(Cl)cc1Cl
→ 101	-1	100	100	122	104	0.1	104
- CCCCCC(O)(c1ccccc1)C(CN1CCOCC1)c1ccccc1 (stereo not drawn)
→ 108	.	90	108	97	105	-0.1	101
- O=C(/C=C(\c1ccccc1)n1cncn1)c1ccccc1
→ 100	4	92	98	96	91	-0.5	101
- CCCc1nc2ccccc2c(=O)n1/N=C/c1ccccc1O
→ 96	-1	103	102	103	95	-0.1	99
- COCCNC(=S)N/N=C(\C)c1ccc(-n2ccnc2)cc1
→ 107	87*	102	98	90	101	-0.2	98
- O=C(CCc1nc(-c2ccccc2)no1)Nc1cc(C(F)(F)F)ccc1Cl
→ 109	7	94	100	102	101	-0.1	99
- CCc1nc(N2CCN(CC(=O)NCC3CCCO3)CC2)c(C#N)c2c1COC(C)(C)C2 (stereo not drawn)
→ 99	0	100	100	117	98	0.2	96
- Cc1cccc(OCC(=O)N2CCN(C(=O)c3ccco3)CC2)c1
→ 100	10	91	98	97	96	0.0	102
- O=C(COc1ccc(Br)cc1Cl)NC1CCN(Cc2ccccc2)CC1
→ 106[may fluoresce green]	-1	97[may fluoresce green]	103[may fluoresce green]	100	103[may fluoresce green]	0.2	110[may fluoresce green]
- CCCCn1c(N)c(N(CCOC)C(=O)c2cnc(C)cn2)c(=O)[nH]c1=O
→ 95	-3	108	97	102	111	0.1	108
- OC(CNCc1cccnc1)COc1ccc2ccccc2c1 (stereo not drawn)
→ 97	.	90	92	105	100	0.2	92

# The list goes on.
# Results follow in this order: MEP2-GFP yeast	AHR act	LAP4 TOR yeast	RPL19A TOR yeast	Yeast superoxide	AGP1-GFP MLPCN	Efflux pump inh	CIT2-GFP yeast
- C=CCn1c(SCC(=O)N(C)C2CCS(=O)(=O)C2)nnc1-c1ccccc1 (stereo not drawn)
→ 103	-2	106	96	82	107	-0.1	98
- COC(=O)CN1C(=S)N(c2ccccc2)C(=O)C1CC(=O)Nc1ccc(Cl)cc1 (stereo not drawn)
→ 89	2	92	94	100	93	-21	92
- CCN(CC)C(=O)Cn1cnc2sc(C(=O)NCCCN3CCOCC3)c(C)c2c1=O
→ 98	-1	93	101	102	105	-0.1	106
- COC(=O)c1ccc(C2C(C(=O)OCC(C)C)=C(C)N=C3SCCC(=O)N32)cc1 (stereo not drawn)
→ 104	-1	104	102	81	100	-0.3	101
- Cc1ccccc1NC(=O)C1c2cccc[n+]2CC(=O)N1c1c(C)cccc1C (stereo not drawn)
→ 96	8	109	96	98	98	-0.1	94
- Cc1onc(-c2ccccc2Cl)c1C(=O)N(C)C1CCCCC1
→ 96	0	109	98	101	96	-0.1	97
- COc1ccccc1N1CCN(C(=O)c2ccoc2C)CC1
→ 101	7	95	96	111	92	0.3	90
- COc1ccc(N(CC(=O)N2CC=C(c3ccccc3)CC2)S(=O)(=O)c2c(C)noc2C)cc1
→ 93	3	102	94	91	93	0.2	90
- O=C(c1ccccc1Cl)N(Cc1ccccc1F)N1C(=O)CCCC1=O
→ 94	2	96	102	95	97	0.2	93
- O=[N+]([O-])c1cc(Br)c(OCc2nnc(-c3ccccc3)o2)c(Br)c1
→ 99	1	97	100	99	101	-0.1	101
- O=C1CC(=C(c2ccccc2)c2ccccc2)C(=O)N1CCCCN1CCN(c2cccc(Cl)c2)CC1
→ 99	-2	99	93	102	101	0.0	104
- CCC(CC)C(=O)Nc1nnc(CCc2ccccc2)s1
→ 118	3	105	105	105	104	0.2	111
- Cc1cc(C(=O)Cn2cnc3cc([N+](=O)[O-])ccc3c2=O)c(C)n1CC1CCCO1 (stereo not drawn)
→ 92	2	87	98	126	99	0.2	91
- COc1ccc(CCN(Cc2cccs2)S(=O)(=O)c2ccc(S(=O)(=O)N(C)C3CCCCC3)cc2)cc1OC
→ 100	-1	92	101	100	94	0.0	96
- Cc1ccc(S(=O)(=O)Nn2c(C)nnc2-n2nc(C)cc2C)cc1
→ 93	7	90	93	118	92	0.1	87
- C#CCOCCOCCOCCNc1nc(N2CCN(C(=O)[C@H](CCCCN)n3cc([C@@H](N)C(C)CC)nn3)CC2)nc(N2CCN(C(=O)[C@H](Cc3cc4ccccc4[nH]3)n3cc([C@@H](N)C(C)CC)nn3)CC2)n1 (stereo partly drawn)
→ 89	23	84	95	134	88	1.1	84
- CN(C)c1nc(N(C)C)nc(N2CC(CCl)OC2=N)n1 (stereo not drawn)
→ 99	1	98	97	105	95	0.1	97
- C=CCNC(=O)N1CCC(c2nc3ccccc3s2)CC1
→ 96	-1	106	95	113	96	0.0	91
- COc1ccc2[nH]c(C)c(C(=O)CN3CCc4cc(OC)c(OC)cc4C3)c2c1
→ 105	21	100	101	100	99	-0.1	99
- Cn1c(=O)c2c(nc(N3CCNCC3)n2Cc2cccc3ccccc23)n(C)c1=O
→ 102	7	85	98	97	94	0.3	84
